Cneo AK release: Cryptococcus neoformans lysis via adenylate kinase release. lysis activity, % at 15 µM. AID 651654. 360,000 compounds, 0.2% hits. C. neoformans lysis, adenylate kinase release luminescence, 4 h; normalised: neutral wells 0, clomiphene wells 100;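 active = mean lysis activity across replicates of at least 80%, whatever share of replicates individually reach that level; inactive = mean lysis activity below 80%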
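Assay system: C. neoformans cells. Amount: yeast cell density of 5 × 10^6 cells/mL. Technique: AK luminescence. Buffer or medium: YPD. Times: static 4 h at 37 °C with compound, 1 h detection. Dosing: single-point compound dose. Read-out: lysis from increased AK signal.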
E-selectin induc: induces E-selectin expression in human endothelial cells. P16581. HUVEC E-selectin immunofluorescence imaging; normalized: neutral wells 0, TNF-alpha wells 100. activation, % at 7.58 µM. 260,000 compounds, 0.37% hits. AID 686992;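 active = mean E-selectin-positive cell signal at least 10% of the positive control, reached in at least 60% of replicates, without over 20% cell loss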;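 note: in these data hits start at about 27%; measured in HUVEC primary endothelial cells; signal is the percent of cells scored E-selectin positive by PE staining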
Target sequence (P16581 whole entry, looked up): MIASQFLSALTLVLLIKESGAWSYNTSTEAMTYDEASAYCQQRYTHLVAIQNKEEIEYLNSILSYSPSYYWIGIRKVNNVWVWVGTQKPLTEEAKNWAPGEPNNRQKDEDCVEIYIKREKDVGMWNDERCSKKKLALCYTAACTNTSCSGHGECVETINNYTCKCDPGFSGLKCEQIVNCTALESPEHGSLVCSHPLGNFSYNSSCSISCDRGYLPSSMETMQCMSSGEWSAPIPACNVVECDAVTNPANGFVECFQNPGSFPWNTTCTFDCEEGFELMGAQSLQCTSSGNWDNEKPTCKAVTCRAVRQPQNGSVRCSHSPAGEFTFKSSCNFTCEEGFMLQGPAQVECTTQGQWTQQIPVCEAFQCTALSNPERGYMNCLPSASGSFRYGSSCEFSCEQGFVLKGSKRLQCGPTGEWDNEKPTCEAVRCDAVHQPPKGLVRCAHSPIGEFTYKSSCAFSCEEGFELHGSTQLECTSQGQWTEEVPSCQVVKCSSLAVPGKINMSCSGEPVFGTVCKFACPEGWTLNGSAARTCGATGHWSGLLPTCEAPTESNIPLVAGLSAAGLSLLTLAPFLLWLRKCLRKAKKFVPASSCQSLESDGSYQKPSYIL
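Test system – human umbilical vein endothelial cells (HUVEC), E-selectin induction · Input – 3,000 HUVEC seeded per well · Buffer or medium – EGM-2, gelatin · Compound dosing – single-point compound dose · Detection – immunofluorescence imaging · Measure – percent E-selectin-positive cells · Controls – TNF-alpha high, DMSO low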
PglD DTNB: PglD (C. jejuni) enzyme inhibition | inhibition, % at 12.5 µM | 360,000 compounds, 0.098% hits | purified PglD enzyme, DTNB colorimetric CoA detection; in the data active = inhibition above about 16%, passing the limit was not always enough; note: strong numbers were not always called active
miR122 inh: miR-122 inhibition in Huh7 cells | 340,000 compounds, 0.3% hits | Huh7 miR-122 Renilla luciferase sensor, 48 h; neutral wells = 0, positive control = 100 | activation (reporter increase), % at 12.5 µM | AID 602342;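 active = mean replicate activation score at least 90 and every replicate individually at or above 90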;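 note: higher luciferase means less miR-122 activity so hits act as miR-122 inhibitors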
RAD52 inh: inhibitors of human RAD52 DNA annealing; 360,000 compounds, 0.46% hits; inhibition, % at 18.7 µM; AID 651710; P43351; recombinant RAD52 DNA annealing, FRET fluorescence;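 active = every replicate showing at least 50% inhibition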
Target sequence (P43351 whole entry, looked up): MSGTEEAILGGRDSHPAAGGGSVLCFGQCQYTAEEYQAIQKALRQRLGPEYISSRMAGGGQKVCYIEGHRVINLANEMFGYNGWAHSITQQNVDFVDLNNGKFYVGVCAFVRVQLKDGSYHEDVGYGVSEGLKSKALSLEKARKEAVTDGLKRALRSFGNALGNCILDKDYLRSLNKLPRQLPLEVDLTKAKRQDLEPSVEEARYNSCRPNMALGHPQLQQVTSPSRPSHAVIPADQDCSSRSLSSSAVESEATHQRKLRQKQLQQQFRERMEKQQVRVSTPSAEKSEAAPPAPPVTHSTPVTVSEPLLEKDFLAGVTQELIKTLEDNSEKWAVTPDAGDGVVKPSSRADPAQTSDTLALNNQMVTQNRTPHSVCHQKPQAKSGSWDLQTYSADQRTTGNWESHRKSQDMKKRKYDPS
RAD54 branch: inhibitors of human RAD54 branch migration | RAD54 Holliday junction branch migration, FAM/BHQ fluorescence | inhibition, % at 10.4 µM | Q92698 | 360,000 compounds, 0.14% hits;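 active = mean normalized replicate activity at least 40 and at least half of replicates scoring 40 or more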;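 note: 0% = median of neutral control wells and 100% = median of positive control wells; inhibitors cause a drop in the FAM fluorescence signal; in these data hits start at about 50%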
PGC1a acetyl inh: lowers PGC1a acetylation signal in U2OS cells; AlphaScreen anti-acetyl-lysine; with virally co-expressed GCN5 acetyltransferase; inhibition, % at 15.6 µM; 350,000 compounds, 0.17% hits; AID 651687;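 active = every replicate shows inhibition of at least 40%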;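 note: 0% = neutral control wells and 100% = positive control wells; some results beyond the cut were filed as inactive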
ERAP1 inh: ERAP1 (human) enzyme inhibition; Q9NZ08; recombinant ERAP1, Leu-AMC fluorescence, 60 min; inhibition, % at 10.7 µM; 340,000 compounds, 0.15% hits; AID 652197;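 active = mean replicate inhibition of at least 30%, or all replicates individually reaching that 30% level; inactive = mean below 30% and not every replicate reaching it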;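 note: 0% = neutral control wells and 100% = L-leucinethiol positive control wells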
An asterisk follows results filed as active; x = not tested or not shown; [ ] = another dose, or the depositor's remark. The order is random. About 1.4% of those tested had a hit in this group.

no.	Molecule	E-selectin induc	Cneo AK release	ERAP1 inh	RAD54 branch	miR122 inh	PGC1a acetyl inh	RAD52 inh	PglD DTNB
1	COc1ccc(S(=O)(=O)N(C)C[C@@H]2Oc3ccc(NC(=O)Cc4cn(C)c5ccccc45)cc3CC(=O)N([C@H](C)CO)C[C@@H]2C)cc1	-0.1	0	0	-2	-3[16.7 µM]	8	12	-1
2	CNC[C@@H]1Oc2cc(C#Cc3ccncc3)ccc2S(=O)(=O)N([C@H](C)CO)C[C@H]1C	0.0	6	1	2	x	-12	-20	1
3	Cc1cccc(N=C2NC(=O)/C(=C3/C(=O)N(C)c4ccccc43)S2)c1C	x	1	x	5	7	2	x	8
4	Cn1c(CNS(=O)(=O)c2ccc(Cl)cc2)cc(=O)n(C)c1=O	97*	1	-2	5	2	6	-2	0
5	COc1ccc(NC(=O)N2CCCC(C(=O)NCCc3ccccc3)C2)cc1 (configuration not stated)	x	0	-5	6	-1	x	-1	-1
6	COc1ccc(S(=O)(=O)N(CC(=O)NC2CCCC2)c2ccccc2OC)cc1	x	1	6	-7	4	x	2	0
7	O=C(NNc1c(Cl)cccc1Cl)c1c(F)cccc1Cl	4.9	1	-1	-9	-4	8	-2	2
8	CC(=O)NC1CC2CCCC(C1)N2CC(=O)NCc1ccc(F)cc1 (configuration not stated)	x	-5	x	6	-4	-1	x	4
9	CC(C)NC(=O)N(C)C[C@H]1OCCCC[C@@H](C)Oc2ccc(NC(=O)CCC(F)(F)F)cc2C(=O)N([C@H](C)CO)C[C@@H]1C	-0.2	3	0	1	-4[16.7 µM]	0	6	2
10	Cc1cccn2c(=O)cc(COC(=O)C(C)Oc3ccccc3)nc12 (configuration not stated)	x	1	3	-11	10	18	-31	-1
11	COc1ccc(N2CCCn3c2nc2c3c(=O)n(Cc3ccccc3F)c(=O)n2C)c(OC)c1	x	-3	x	0	-2	7	x	-6
12	COc1ccc(NC(=O)Nc2ccc3c(c2)C(=O)N([C@H](C)CO)C[C@H](C)[C@@H](CN(C)Cc2ccc(C(=O)O)cc2)OCCCC[C@@H](C)O3)cc1	-0.2	-1	2	-1	-5[16.7 µM]	-3	-3	-1
13	COc1ccc(CN2CN=C(Nc3nc4ccccc4s3)NC2)cc1	x	2	x	-9	3	8	x	-2
14	Cc1ccc(C)c(OCC(=O)Nc2nc3ccc([N+](=O)[O-])cc3s2)c1C	x	-2	0	2	0	-1	6	7
15	CC(O)CNCCCCOc1ccc(OCc2ccccc2)cc1 (configuration not stated)	1.1	x	2	x	5	1	-6	x
16	CC(C)(C)c1ccc(C(=O)OCCNC(=O)c2c(Cl)nc3ccccn23)cc1	x	5	x	3	6	x	x	3
17	COc1cc(C)nc(N(C)S(=O)(=O)c2ccccc2Cl)n1	x	2	x	-22	0	-4	x	-4
18	O=C1OC(NC(=O)c2ccccc2)C(N2CCOCC2)=C1Cl (configuration not stated)	x	6	x	4	-3	3	x	4
19	CCCNC(=O)N(C)C[C@@H]1Oc2ncc(C3=CCCC3)cc2C(=O)N([C@@H](C)CO)C[C@H]1C	1.9	1	1	-2	2[16.7 µM]	-1	4	2
20	S=c1[nH]nc2ccccn12	-0.8	-2	13	13	-4	3	-7	-1
21	CNC(=O)CSc1nnc(-c2ccco2)n1-c1cccc(C)c1C	0.1	-2	-2	11	-3	3	-10	13
22	CC(=O)N(C)C[C@@H]1Oc2cc(C#CCN(C)C)ccc2S(=O)(=O)N([C@@H](C)CO)C[C@H]1C	0.0	1	-2	-3	-1[16.7 µM]	4	-11	3
23	Cc1ccccc1OC(C)c1nc(-c2ccccc2)no1 (configuration not stated)	x	-2	x	2	-4	-12	x	-4
24	CSc1nc(-c2ccccc2)c(-c2ccccc2)[nH]1	x	-3	x	-6	0	-4	x	0
25	CC1CCc2c(sc3ncn(N)c(=N)c23)C1 (configuration not stated)	x	3	-3	-5	4	15	2	-4
26	O=C1NC2(CCCCCC2)C(=O)N1Cc1ccccc1Br	x	-4	9	0	1	-7	-4	5
27	Cc1ccc2cccc(Oc3cnccn3)c2n1	x	1	x	-2	1	-11	x	13
28	C=CCNC(=O)/C(C#N)=C/c1c(N2CCN(c3ccccc3)CC2)nc2c(C)cccn2c1=O	1.1	-1	-22	-1	8	3	-34	-5
29	Cc1c(NCc2ccccc2O)c(=O)n(-c2ccccc2)n1C	8.1	x	2	x	x	-9	-27	x
30	CC(C)NC(=O)Nc1ccc2c(c1)C(=O)N([C@H](C)CO)C[C@H](C)[C@H](CN(C)C)O2	-3.5	50	1	7	4[16.7 µM]	5	-4	0

Three compounds out of the list above, arranged by the number in PglD DTNB, largest number first.
No.	mol	PglD DTNB
22	CC(=O)N(C)C[C@@H]1Oc2cc(C#CCN(C)C)ccc2S(=O)(=O)N([C@@H](C)CO)C[C@H]1C	3
30	CC(C)NC(=O)Nc1ccc2c(c1)C(=O)N([C@H](C)CO)C[C@H](C)[C@H](CN(C)C)O2	0
1	COc1ccc(S(=O)(=O)N(C)C[C@@H]2Oc3ccc(NC(=O)Cc4cn(C)c5ccccc45)cc3CC(=O)N([C@H](C)CO)C[C@@H]2C)cc1	-1

New compounds follow
no.	Molecule	E-selectin induc	Cneo AK release	ERAP1 inh	RAD54 branch	miR122 inh	PGC1a acetyl inh	RAD52 inh	PglD DTNB
31	Cc1ccc(S(=O)(=O)N(C)C)cc1NC(=O)CSc1nnc(C2CC2)n1C1CC1	-0.5	-3	1	-8	x	x	-4	3
32	O=c1cc(-c2ccccc2)n(S(=O)(=O)c2ccccc2)o1	x	-2	x	-1	0	6	x	0
33	CCNc1ccc(S(=O)(=O)C(F)(F)F)cc1NC(=O)C12CCC(CC1)C2	x	-1	-2	0	0	-12	-13	-8
34	CC(C)COc1ccc(C(=S)N2CCCC2)cc1	2.1	x	5	x	x	6	5	x
35	CN(C)C(=O)c1ccc(Oc2ccc(C(=O)N(C)C)cc2)cc1	x	-4	x	-5	-5	5	x	7
36	COc1cccc(-c2csc(N3CCN(CC(=O)NNC(=O)c4ccc(Cl)cc4)CC3)n2)c1	x	1	-5	5	x	3	-42	1
37	Cc1noc(C)c1S(=O)(=O)Nc1ccc2c(c1)CC(=O)N([C@H](C)CO)C[C@@H](C)[C@H](CN(C)C(=O)Nc1cccc3ccccc13)O2	32*	-1	0	9	-6[16.7 µM]	-8	3	1
38	O=C(CN1C(=O)COc2ccccc21)Nc1ccc(N2CCOCC2)cc1	x	0	-2	-1	x	x	8	-2
39	COc1cc(OC)cc(C(=O)N[C@H](C(=O)Nc2cccc(S(=O)(=O)N3CCCC3)c2)C(C)C)c1	-0.3	2	-2	3	50	-3	-5	5
40	COc1ccc(-n2c(Cc3cccn3C)nnc2SCC(=O)Nc2ccc(C)c(Cl)c2)cc1	0.0	2	0	-10	9	-9	-33	-2
41	Nc1cccc(-c2nc3ccc(N)cc3s2)c1	x	-4	x	-13	-16	-8	x	4
42	CCOC(=O)C1CCCN(C(=O)c2cc(Nc3ccc(OC)cc3OC)nc3ccccc23)C1 (configuration not stated)	x	-3	x	-7	3	-12	x	1
43	C[C@@H]1CN([C@H](C)CO)C(=O)c2cccc(NC(=O)c3ccncc3)c2O[C@@H]1CN(C)Cc1ccc(Oc2ccccc2)cc1	-0.1	-2	-1	-2	6[16.7 µM]	6	-1	0
44	Fc1ccc(C2=Nn3c(Cc4ccccc4)nnc3SC2)cc1	x	-1	x	-7	-3	-1	x	6
45	Cc1ccc2cc(CN(Cc3nnnn3C3CCCC3)C3CCCCC3)c(=O)[nH]c2c1C	x	-5	10	4	-3	10	3	0
46	C[C@H](O)C#Cc1ccc2c(c1)O[C@@H](CN(C)C(=O)CC1CC1)[C@@H](C)CN([C@H](C)CO)S2(=O)=O	-0.2	7	1	3	-9[16.7 µM]	-15	6	-2
47	CN(C)CCCNC(=O)C[C@H]1CC[C@H]2[C@H](COc3ccc(NC(=O)C4CCC4)cc3C(=O)N2C)O1	0.1	-2	-2	9	-6[16.7 µM]	14	-1	3
48	COC(=O)CC1C(=O)NC2CCCCC2N1C(=O)c1ccccc1 (configuration not stated)	x	0	x	3	-5	-9	x	7
49	CC(C)NC(=O)COc1ccc(S(=O)(=O)N2CCOCC2)cc1	x	-3	x	4	-5	6	x	0
50	C[C@@H]1CN([C@@H](C)CO)C(=O)c2cccc(NC(=O)c3ccc(-c4nccs4)cc3)c2O[C@@H]1CN(C)Cc1ccc(C(=O)O)cc1	0.7	38	0	-2	-2[16.7 µM]	13	3	0
51	Cn1c(-c2ccc(F)cc2)cnc1NCc1ccccc1	x	11	x	-1	11	x	x	-4
52	Cn1c(SCC(=O)N2CCCCCC2)nnc1-c1ccco1	0.5	-2	-1	2	0	-2	1	-2
53	CCn1c(=O)cc(SCC(=O)N2CCN(c3ccccc3F)CC2)c2ccccc21	x	-2	x	5	6	-9	x	2
54	C=C(C)C1CC=C(CN2CCC(C(=O)OCC)CC2)CC1 (configuration not stated)	x	-1	x	-14	7	-8	x	6
55	COc1ccc(-c2csc(NC(=O)c3cc(=O)c4ccccc4o3)n2)cc1OC	0.8	2	-2	-41	x	x	-9	0
56	CCCCN1CCc2c([nH]c3ccccc23)C1=O	x	-4	x	2	5	7	x	-1
57	Cc1ccc(S(=O)(=O)N2C[C@H]3[C@H]4C(=O)N(c5ccccc5)C(=O)[C@H]4CC(=O)[C@H]3[C@@H]2c2ccccc2F)cc1	0.2	-15	-6	-4	6	-8	-3	-5
58	Cc1c(Cl)cccc1NC(=O)CNC(=O)C1CCN(C(=O)Nc2ccccc2)CC1	-0.2	-1	-3	-11	x	x	0	0
59	COCCn1c(SCC(=O)Nc2cccc(S(N)(=O)=O)c2)nc2ccccc21	x	0	x	11	3	10	x	-1
60	O=C(/C=C/[C@H]1O[C@@H](n2ccc(=O)[nH]c2=O)[C@H](O)[C@@H]1O)NCc1cccs1	x	-3	-1	-10	-7	-1	3	-3
61	C[C@H]1CN([C@@H](C)CO)C(=O)c2cc(NS(=O)(=O)c3ccc(Cl)cc3)ccc2O[C@H]1CN(C)Cc1ccc(C(=O)O)cc1	0.0	0	0	3	-5[16.7 µM]	-1	16	4
62	O=C(CN1C(=O)/C(=C/c2ccc(F)cc2)SC1=S)NC1CCS(=O)(=O)C1 (configuration not stated)	x	-2	1	0	0	7	-4	-1
63	COc1ccc(N=C2NC(=O)C(CO)(CO)S2)cc1	x	0	1	2	1	x	-12	4
64	O=S(=O)(c1ccccc1F)N1CCCc2ccccc21	0.0	-2	-2	8	-2	-3	-7	-13
65	O=C(O)COCC(=O)Nc1ccc2c(c1)CCC2	x	0	x	-6	x	-2	x	-2
66	Cc1ccc(NC(=O)c2c(C)noc2C)cc1S(=O)(=O)N1CCOCC1	-0.3	-1	0	-4	4	3	-20	0
67	O=C(Cn1c(=S)[nH]c2ccccc2c1=O)N1CCN(c2ccccc2)CC1	x	-1	13	-5	-2	x	-10	-1
68	Cc1ccc(C)c(NC(=O)CN(C)C(=O)c2ccccc2OCc2c(C)noc2C)c1	x	-1	1	1	-5	-1	-17	5
69	CC(C)NC(=O)/C(=N\O)c1ccccc1	x	-2	x	6	-1	x	x	-1
70	CC1=CC(C)C(=O)N(CCN2CCOCC2)C(C)=C1 (configuration not stated)	1.1	0	3	1	8	-2	-8	2
71	O=C(/C=C/c1ccccc1)N/C(=C/c1ccccc1)C(=O)Nc1ccc(C(=O)O)cc1	8.6	3	-3	-5	25	x	-3	1
72	C[C@@H]1CN([C@H](C)CO)C(=O)c2cccc(N(C)C)c2O[C@@H]1CN(C)S(C)(=O)=O	0.0	4	2	-12	-3[16.7 µM]	11	3	0

Screening results from PubChem.
